MPTP block: mitochondrial permeability transition pore inhibitors, primary screen, biochemical, isolated mouse mitochondria, absorbance; Ca2+ swelling absorbance, 30 min; inhibition, % at 10 µM; actives 1.4% (n = 360,000); AID 602449, 2012;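 active means inhibition of 50% or more, scaled per plate between neutral and stimulator controls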;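 further: 0% = DMSO wells given calcium and 100% = 1 mM EGTA wells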
APJ antag: antagonists of human apelin receptor APJ, primary screen, CHO-K1 cells, beta-arrestin complementation, luminescence; AID 2521, 2010; P35414; inhibition, % at 20 µM; actives 0.32% (n = 330,000);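 active means inhibition above about 40% at 20 µM, limit read from the data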;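 further: cells challenged with 10 nM apelin-13 agonist together with compound; plate controls were apelin-13 plus DMSO wells for no effect and DMSO wells lacking apelin-13 for full effect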
Target sequence (P35414 whole entry, looked up): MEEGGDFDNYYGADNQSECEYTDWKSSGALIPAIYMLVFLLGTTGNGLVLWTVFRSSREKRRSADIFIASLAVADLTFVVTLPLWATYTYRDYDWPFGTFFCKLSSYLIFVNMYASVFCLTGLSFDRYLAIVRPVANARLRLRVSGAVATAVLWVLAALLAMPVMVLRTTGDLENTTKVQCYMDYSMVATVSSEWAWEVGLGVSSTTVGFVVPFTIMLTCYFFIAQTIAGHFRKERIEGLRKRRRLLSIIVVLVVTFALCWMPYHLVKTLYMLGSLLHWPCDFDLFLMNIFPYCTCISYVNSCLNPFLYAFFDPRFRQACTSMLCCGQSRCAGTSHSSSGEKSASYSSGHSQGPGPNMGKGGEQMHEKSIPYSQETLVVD
NR3A LBD binder: binders of NR3A ligand-binding domain, primary screen, biophysical, differential scanning fluorimetry, uHTS; Tm shift relative to glycine control, % at 25 µM; actives 2.5% (n = 340,000); AID 1259313, 2017; NR3A LBD differential scanning fluorimetry, Tm shift; 0% = protein alone, 100% = glycine-bound protein; Glutamate receptor ionotropic, NMDA 3A (GRIN3A) ligand-binding domain;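 active means melting temperature shift of at least 10% of the positive control shift, at one fixed dose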
tim10-1 inh: growth inhibitors of tim10-1 mutant yeast, primary screen, luminescence, uHTS | AID 463190, 2010 | S. cerevisiae tim10-1 ts strain growth, BacTiter-Glo, 24 h | actives 2.2% (n = 330,000) | inhibition, % at 20 µM;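 active means inhibition of at least 40%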;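 further: mutant grown at 25 °C; 0% = DMSO wells with yeast and 100% = wells holding no yeast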
APJ agonist: agonists of human apelin receptor APJ, primary screen, CHO-K1 cells, PathHunter beta-arrestin, luminescence | AID 2520, 2010 | activation, % at 20 µM | actives 0.11% (n = 330,000) | P35414 | 0% DMSO wells, 100% apelin;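 active means activation more than six SD over the plate average, tested at 20 µM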;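 further: 0% = DMSO alone and 100% = apelin-13 at 10 nM; some results filed as inactive read as strong as hits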
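Test system: CHO-K1 APJ beta-arrestin complementation cell line | Compound: Single test compound dose, 20 µM final, 1% DMSO | Incubation: Compound 90 min 25 °C, reagent 1 h | Measured by: beta-gal luminescence | Read-out basis: APJ–arrestin association signal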
TIM10 inh: growth inhibitors of isogenic TIM10 control yeast, primary screen, counter-screen for tim10-1 yeast inhibitor project, luminescence, uHTS; inhibition, % at 10 µM; actives 1.4% (n = 330,000); S. cerevisiae TIM10 strain growth, BacTiter-Glo luminescence, 24 h;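 active means inhibition of 40% or more at the single tested concentration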;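 further: wild-type TIM10 isogenic control strain grown at permissive 25 °C; 0% = DMSO yeast wells and 100% = minimal medium wells without yeast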
tim23-1 inh: growth inhibitors of tim23-1 mutant yeast, primary screen, luminescence, uHTS. S. cerevisiae tim23-1 growth, BacTiter-Glo luminescence, 24 h. inhibition, % at 20 µM. actives 1.3% (n = 330,000);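 active means growth inhibition of the mutant yeast at or above 50%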;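 further: temperature-sensitive mutant grown at 25 °C; plate controls were DMSO-treated mutant yeast for no effect and medium wells lacking yeast for full effect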
NALP3 yeast inh: NALP3 inflammasome inhibitors in reconstituted yeast, primary screen, luminescence, uHTS. Yeast reconstituted NLRP3/ASC/caspase-1, beta-gal luminescence, 24 h. inhibition, % at 10 µM. actives 0.39% (n = 330,000);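 active means inhibition of 50% or more; inactive means inhibition below 50%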;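 further: plate controls were induced DMSO wells for no effect and uninduced yeast grown without galactose for full effect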
MIN6 prolif: inducers of MIN6 beta-cell proliferation, primary screen, ATP luminescence, uHTS; MIN6 cells proliferation, ATPlite luminescence, 48 h; cells starved in 0.2% serum; 100% = growth in 10% serum; proliferation, % at 10 µM; actives 0.29% (n = 330,000);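 active means compounds whose signal lies at least 3.5 SD above the mean of all wells on their plate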;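 further: 0% = DMSO-treated cells in low-serum medium and 100% = 10% serum control; some compounds called inactive have numbers as strong as hits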
* marks the source's active call; other numbers are inactive results.

Results for Cc1ccc(NC(=O)N/C=C/c2ccco2)cc1 ?
MPTP block: 0.0; APJ antag: 4.7; NR3A LBD binder: -4.2; tim10-1 inh: 0.6; APJ agonist: -3.1; TIM10 inh: 1.4; tim23-1 inh: 18.4; NALP3 yeast inh: 19.8; MIN6 prolif: -2.8

Results for Cc1ccc(C2CC(c3ccccc3)=NN2C(=O)CSc2nnc(-c3ccc(Cl)cc3)o2)o1 (centres undefined) ?
MPTP block: -8.6; APJ antag: 4.9; NR3A LBD binder: -1.0; tim10-1 inh: -4.7; APJ agonist: 0.2; TIM10 inh: -21.7; tim23-1 inh: -8.1; NALP3 yeast inh: 8.8; MIN6 prolif: -4.0

What do the screens show for `N#C/C(C(=S)Nc1ccccc1)=C1/NN=C(N2CCOCC2)N1c1ccccc1`?
MPTP block: -0.2; APJ antag: 27.9; NR3A LBD binder: 1.4; tim10-1 inh: 17.4; APJ agonist: -3.6; TIM10 inh: 1.9; tim23-1 inh: 13.9; NALP3 yeast inh: 1.5; MIN6 prolif: -0.3

How did Cc1ccccc1C1N(c2nccs2)C(=O)C2CCCN21 (centres undefined) do in these assays?
MPTP block: 0.7; APJ antag: 5.6; NR3A LBD binder: -17.1; tim10-1 inh: 7.8; APJ agonist: -1.2; TIM10 inh: -3.0; tim23-1 inh: 4.1; NALP3 yeast inh: 10.9; MIN6 prolif: -1.9

What do the screens show for `CSc1nnc2c3cc(C)ccc3n(Cc3ccccc3)c2n1`?
MPTP block: -0.1; APJ antag: 10.4; NR3A LBD binder: -0.1; tim10-1 inh: 3.4; APJ agonist: -3.6; TIM10 inh: 13.4; tim23-1 inh: 1.1; NALP3 yeast inh: 5.0; MIN6 prolif: -0.6

What do the screens show for `Cc1ccc(C(=O)NC(NCc2ccccc2)C(Cl)(Cl)Cl)cc1` (centres undefined)?
MPTP block: 0.5; APJ antag: -19.9; NR3A LBD binder: -1.9; tim10-1 inh: 2.6; APJ agonist: -0.5; TIM10 inh: 1.7; tim23-1 inh: 7.5; NALP3 yeast inh: 44.6; MIN6 prolif: -1.3

Results for CCC(=O)OC1(C)C(=O)C=C2C=C(C3CC3)OC=C2C1=O (centres undefined) ?
MPTP block: 6.6; APJ antag: -23.5; NR3A LBD binder: -6.0; tim10-1 inh: 0.1; APJ agonist: 8.5; TIM10 inh: -3.9; tim23-1 inh: -8.2; NALP3 yeast inh: -1.7; MIN6 prolif: -2.6

How did N#CC1=C(N)Oc2n[nH]c(-c3cccs3)c2C1c1cccs1 (centres undefined) do in these assays?
MPTP block: 1.0; APJ antag: 15.9; NR3A LBD binder: -12.1; tim10-1 inh: 33.8; APJ agonist: -3.9; TIM10 inh: 45.8*; tim23-1 inh: 0.2; NALP3 yeast inh: 10.6; MIN6 prolif: 1.5

What do the screens show for `CN1/C(=C\C(=O)COC(=O)c2ccc([N+](=O)[O-])o2)C(C)(C)c2ccccc21`?
MPTP block: 0.1; APJ antag: -75.0; NR3A LBD binder: -2.7; tim10-1 inh: 15.7; APJ agonist: 13.0; TIM10 inh: 65.4*; tim23-1 inh: -289.9; NALP3 yeast inh: 24.0; MIN6 prolif: -6.5

How did CCCCCCc1ccc(OCC(=O)OC)cc1OCC(=O)OC do in these assays?
MPTP block: -0.2; APJ antag: 1.3; NR3A LBD binder: 3.5; tim10-1 inh: 5.9; APJ agonist: -2.8; TIM10 inh: 7.5; tim23-1 inh: -0.7; NALP3 yeast inh: 1.2; MIN6 prolif: 1.7

Results for O=C(Cc1ccc(NS(=O)(=O)c2cccc(C(F)(F)F)c2)cc1)NCCN1CCOCC1 ?
MPTP block: -2.9; APJ antag: 17.6; NR3A LBD binder: 0.3; tim10-1 inh: 7.1; APJ agonist: -3.3; TIM10 inh: -6.2; tim23-1 inh: 8.6; NALP3 yeast inh: 6.0; MIN6 prolif: 6.0

How did CC(=O)NN1C(=O)/C(=C\c2ccccc2)SC1=S do in these assays?
MPTP block: 1.1; APJ antag: 5.0; NR3A LBD binder: 2.1; tim10-1 inh: 27.4; APJ agonist: -7.6; TIM10 inh: 27.8; tim23-1 inh: 16.6; NALP3 yeast inh: 11.2; MIN6 prolif: -0.9

What do the screens show for `CN(CC(=O)Nc1ccc(F)c(F)c1F)C(=O)CN1C(=O)C2CCCCC2C1=O` (centres undefined)?
MPTP block: 0.6; APJ antag: 22.6; NR3A LBD binder: -2.7; tim10-1 inh: 6.0; APJ agonist: -3.8; TIM10 inh: -7.5; tim23-1 inh: 1.2; NALP3 yeast inh: 15.4; MIN6 prolif: 2.3

What do the screens show for `Cn1nc(C(=O)NCc2ccc(F)cc2)cc1C(=O)NCc1ccc(F)cc1`?
MPTP block: -1.0; APJ antag: 3.8; NR3A LBD binder: 1.9; tim10-1 inh: 12.0; APJ agonist: 10.2; TIM10 inh: -5.3; tim23-1 inh: 8.3; NALP3 yeast inh: 16.9; MIN6 prolif: -2.8

What do the screens show for `c1ccc(-c2nc3ccccn3c2NC2CCCC2)nc1`?
MPTP block: -1.2; APJ antag: 2.9; NR3A LBD binder: -4.6; tim10-1 inh: 4.9; APJ agonist: -2.2; TIM10 inh: -0.7; tim23-1 inh: 22.4; NALP3 yeast inh: 25.9; MIN6 prolif: -1.3

Results for O=C(CN1CCN(c2ccc(O)cc2)CC1)Nc1ccc2c(c1)OCCO2 ?
MPTP block: -4.3; APJ antag: -33.0; NR3A LBD binder: 1.5; tim10-1 inh: 1.5; APJ agonist: 8.2; TIM10 inh: 7.5; tim23-1 inh: -14.7; NALP3 yeast inh: 5.9; MIN6 prolif: -4.1

How did CC1=NN(c2ccccc2)C(=O)C1c1ccccc1 (centres undefined) do in these assays?
MPTP block: 1.8; APJ antag: 20.8; NR3A LBD binder: -0.8; tim10-1 inh: -111.6; APJ agonist: -4.1; TIM10 inh: -83.3; tim23-1 inh: -85.1; NALP3 yeast inh: -37.4; MIN6 prolif: 0.0

What do the screens show for `Cn1c(CCCOc2ccc(Cl)cc2Cl)nnc1SCC(=O)Nc1cccc(F)c1`?
MPTP block: -20.8; APJ antag: -2.4; NR3A LBD binder: 0.8; tim10-1 inh: 12.9; APJ agonist: 0.7; TIM10 inh: 15.5; tim23-1 inh: 4.2; NALP3 yeast inh: 10.5; MIN6 prolif: -2.1

How did Nc1nc(Nc2ccccc2F)sc1C(=O)c1ccccc1 do in these assays?
MPTP block: -0.4; APJ antag: 13.8; NR3A LBD binder: -1.2; tim10-1 inh: 20.4; APJ agonist: -0.2; TIM10 inh: 18.1; tim23-1 inh: 45.6; NALP3 yeast inh: 20.8; MIN6 prolif: 3.8

How did CCOc1ccc(C(=O)Nc2ccc(N3CCN(C)CC3)cc2)cc1Br do in these assays?
MPTP block: 60.0*; APJ antag: 13.3; NR3A LBD binder: 0.5; tim10-1 inh: -10.7; APJ agonist: -0.2; TIM10 inh: -5.3; tim23-1 inh: -29.9; NALP3 yeast inh: 11.5; MIN6 prolif: -4.1

What do the screens show for `CCc1ccc(/C(C)=N/NC(=O)c2ccccn2)cc1`?
MPTP block: 1.1; APJ antag: 6.6; NR3A LBD binder: -0.4; tim10-1 inh: 12.5; APJ agonist: -0.7; TIM10 inh: -10.8; tim23-1 inh: 10.4; NALP3 yeast inh: 16.8; MIN6 prolif: -3.8

Results for COc1ccccc1CCC(=O)OCC(=O)c1c(N)n(CC(C)C)c(=O)n(C)c1=O ?
MPTP block: 1.5; APJ antag: -3.2; NR3A LBD binder: 2.9; tim10-1 inh: 6.8; APJ agonist: 14.1; TIM10 inh: 9.9; tim23-1 inh: 6.7; NALP3 yeast inh: 5.6; MIN6 prolif: -5.9

Results for COc1ccc(/C=N/N2CCN(c3ccccc3OC)CC2)cc1OC ?
MPTP block: 0.0; APJ antag: -4.2; NR3A LBD binder: -1.2; tim10-1 inh: 21.4; APJ agonist: -5.1; TIM10 inh: 6.2; tim23-1 inh: 26.6; NALP3 yeast inh: 1.2; MIN6 prolif: 4.0

What do the screens show for `COc1ccc(C2C(C(=O)N3CCN(c4ccccc4)CC3)c3ccccc3C(=O)N2C)cc1OC` (centres undefined)?
MPTP block: 0.1; APJ antag: 6.7; NR3A LBD binder: 0.5; tim10-1 inh: 21.5; APJ agonist: -1.0; TIM10 inh: 8.2; tim23-1 inh: 15.0; NALP3 yeast inh: -0.4; MIN6 prolif: -1.3

How did O=C(N/N=C/c1cccnc1)c1ccccc1OCc1ccc(Cl)cc1 do in these assays?
APJ antag: 4.2; tim10-1 inh: -71.6; APJ agonist: -3.6; TIM10 inh: -71.1; tim23-1 inh: 37.4; NALP3 yeast inh: 16.5; MIN6 prolif: -2.1

What do the screens show for `COc1ccccc1NS(=O)(=O)c1cc(NC(=O)c2cccnc2)ccc1N1CCCCC1`?
MPTP block: 0.6; APJ antag: -3.9; NR3A LBD binder: 3.6; tim10-1 inh: 19.1; APJ agonist: -0.5; TIM10 inh: -6.9; tim23-1 inh: 25.9; NALP3 yeast inh: 11.1; MIN6 prolif: -6.7

What do the screens show for `CCN(CC(=O)Nc1ccccc1OC)C(=O)c1cccc(-n2cccc2)c1`?
MPTP block: 4.3; APJ antag: -8.7; NR3A LBD binder: -1.6; tim10-1 inh: 33.9; APJ agonist: 9.0; TIM10 inh: 11.9; tim23-1 inh: 24.9; NALP3 yeast inh: -10.7; MIN6 prolif: -3.1

How did CCc1cccc2c(C(=O)CN3C(=O)NC(C)(c4cccc5ccccc45)C3=O)c[nH]c12 (centres undefined) do in these assays?
MPTP block: 0.1; APJ antag: -9.7; NR3A LBD binder: 8.9; tim10-1 inh: 10.8; APJ agonist: 3.1; TIM10 inh: 4.6; tim23-1 inh: 11.3; NALP3 yeast inh: 2.8; MIN6 prolif: -6.4

Results for COc1ccccc1OCc1nc(-c2ccc([N+](=O)[O-])cc2)no1 ?
MPTP block: -0.9; APJ antag: -6.3; NR3A LBD binder: -2.4; tim10-1 inh: 17.3; APJ agonist: 2.4; TIM10 inh: 4.8; tim23-1 inh: 32.4; NALP3 yeast inh: 32.4; MIN6 prolif: 0.0

How did Cc1cc2c(c(=O)n1Cc1cccnc1)C(c1ccccc1)C(C#N)=C(N)O2 (centres undefined) do in these assays?
MPTP block: -10.3; APJ antag: -1.3; NR3A LBD binder: -1.0; tim10-1 inh: 8.0; APJ agonist: -3.3; TIM10 inh: -13.6; tim23-1 inh: 11.0; NALP3 yeast inh: 1.0; MIN6 prolif: -0.4

What do the screens show for `CCOC(=O)c1ccc(NC(=O)N2CCN(c3ccccc3OC)CC2)cc1`?
MPTP block: 4.3; APJ antag: 5.1; NR3A LBD binder: 5.9; tim10-1 inh: 18.6; APJ agonist: -3.2; TIM10 inh: 1.9; tim23-1 inh: 23.0; NALP3 yeast inh: 13.1; MIN6 prolif: 1.4

Results for Cn1c(CN2CCCC2)c(C#N)c2ccccc21 ?
MPTP block: 0.3; APJ antag: -1.6; NR3A LBD binder: -0.7; tim10-1 inh: 13.0; APJ agonist: -3.0; TIM10 inh: 3.2; tim23-1 inh: 9.2; NALP3 yeast inh: -2.7; MIN6 prolif: 0.6
